Screening results from PubChem BioAssay.
ERp5 inh: ERp5 (human) disulfide isomerase inhibition | Q15084 | ERp5 insulin aggregation, absorbance 650 nm, 90 min | inhibition, % at 9.99 µM | hit rate 0.05% among 350,000 | AID 651711;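 active = mean replicate inhibition above about 25%, with every replicate also reaching it, limit read from the data, passing the limit was not always enough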
esBAF inh: inhibitors of esBAF chromatin remodeling in mouse ES cells; Bmi1-luciferase knock-in reporter, 24 h; 100% = twice the neutral-well signal; reporter increase, % at 12.5 µM; hit rate 2% among 350,000; AID 602393; in the data active = activation above about 40%;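 also: 0% = median of the plate's neutral control wells and 100% = double that signal; a rise in the Bmi1 reporter signal indicates esBAF inhibition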
RAD54 branch: blocks human RAD54 Holliday junction branch migration; Q92698; inhibition, % at 10.4 µM; AID 602329; hit rate 0.14% among 360,000; FAM/BHQ fluorescence;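 active = mean normalized replicate activity at least 40 and at least half of replicates scoring 40 or more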;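 also: 0% = median of neutral control wells and 100% = median of positive control wells; inhibitors cause a drop in the FAM fluorescence signal; in these data hits start at about 50%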
E-sel inducer: induces E-selectin expression in human endothelial cells; hit rate 0.37% among 260,000; activation, % at 7.58 µM; HUVEC E-selectin immunofluorescence imaging; normalized: neutral wells 0, TNF-alpha wells 100;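 active = mean E-selectin-positive cell signal at least 10% of the positive control, reached in at least 60% of replicates, without over 20% cell loss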;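 also: in these data hits start at about 27%; measured in HUVEC primary endothelial cells; signal is the percent of cells scored E-selectin positive by PE staining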
Target sequence (P16581 whole entry, looked up): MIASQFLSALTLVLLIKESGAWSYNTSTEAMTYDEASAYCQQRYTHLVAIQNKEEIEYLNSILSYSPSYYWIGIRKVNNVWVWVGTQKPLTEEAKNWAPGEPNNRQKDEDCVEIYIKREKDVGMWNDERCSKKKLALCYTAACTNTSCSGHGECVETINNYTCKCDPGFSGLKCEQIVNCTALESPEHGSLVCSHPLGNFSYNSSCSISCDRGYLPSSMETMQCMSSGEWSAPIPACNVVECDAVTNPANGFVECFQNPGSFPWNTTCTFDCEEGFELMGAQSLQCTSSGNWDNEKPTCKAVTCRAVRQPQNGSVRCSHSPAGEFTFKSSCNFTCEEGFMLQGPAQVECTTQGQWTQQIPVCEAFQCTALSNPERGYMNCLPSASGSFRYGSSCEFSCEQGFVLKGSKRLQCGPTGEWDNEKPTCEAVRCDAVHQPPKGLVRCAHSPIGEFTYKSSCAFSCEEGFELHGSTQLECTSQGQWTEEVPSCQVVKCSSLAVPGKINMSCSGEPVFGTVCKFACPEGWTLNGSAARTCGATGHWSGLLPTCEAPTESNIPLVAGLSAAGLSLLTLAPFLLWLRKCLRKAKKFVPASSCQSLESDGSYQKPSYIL
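Test system – human umbilical vein endothelial cells (HUVEC), E-selectin induction · Input – 3,000 HUVEC seeded per well · Buffer or medium – EGM-2, gelatin · Compound dosing – single-point compound dose · Detection – immunofluorescence imaging · Measure – percent E-selectin-positive cells · Controls – TNF-alpha high, DMSO low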
RAD52 inh: RAD52 (human) annealing inhibition; inhibition, % at 18.7 µM; recombinant RAD52 DNA annealing, FRET fluorescence; hit rate 0.46% among 360,000; AID 651710; P43351;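 active = every replicate showing at least 50% inhibition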
ERAP1 inh: inhibitors of human ERAP1 aminopeptidase | hit rate 0.15% among 340,000 | inhibition, % at 10.7 µM | AID 652197 | recombinant ERAP1, Leu-AMC fluorescence, 60 min | Q9NZ08;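 active = mean replicate inhibition of at least 30%, or all replicates individually reaching that 30% level; inactive = mean below 30% and not every replicate reaching it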;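 also: 0% = neutral control wells and 100% = L-leucinethiol positive control wells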
S100A4 inh HTS: blocks human S100A4 binding to myosin IIA peptide | P26447 | S100A4/TAMRA-MyoIIA peptide fluorescence polarization | inhibition, % at 10.7 µM | hit rate 0.14% among 360,000;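 active = mean inhibition of at least 70% across replicates, with every replicate also reaching that level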
Target sequence (P26447 whole entry, looked up): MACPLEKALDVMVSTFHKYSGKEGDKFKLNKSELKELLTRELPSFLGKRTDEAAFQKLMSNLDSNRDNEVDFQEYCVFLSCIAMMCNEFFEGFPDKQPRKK
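Material: human S100A4 monomer with TAMRA-labelled myosin IIA peptide; buffer or medium: HEPES pH 7.2 with CaCl2, KCl, NaCl, DTT, Triton; compound dosing: one concentration per compound; schedule: 5 min incubation before reading; benchmarks: neutral control DMSO, positive control TFP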
XiGFP reactiv: reactivates the inactive X chromosome in mouse fibroblasts | XiGFP mouse fibroblasts, % GFP-positive cells imaging, 3 d; cells co-treated with 5-aza-dC sensitizer; scaled so ellipticine positive control = 100% | hit rate 0.055% among 360,000 | activation, % at 7.58 µM;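 active = mean normalized replicate activation at least 10% and every replicate at or above 10%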;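 also: 0% = median of on-plate neutral control wells and 100% = ellipticine 6 µM median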
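System: 68-5-11 XiGFP fibroblast line | Buffer or medium: DMEM containing 5-aza-dC | Compound: Single point | Times: Compounds 3 days, fix/stain 15 min at room temperature | Benchmarks: Positive control ellipticine, 6 µM final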
Starred values were filed as active, the others as inactive; x = not tested or not shown; & = joins results of further samples.

SMILES | ERp5 inh | esBAF inh | RAD54 branch | E-sel inducer | RAD52 inh | ERAP1 inh | S100A4 inh HTS | XiGFP reactiv
CC(=O)c1cccc(N(CC(=O)N2CCCC2)S(C)(=O)=O)c1 | -4.2 | -5.4 | 2.0 | x | -7.1 | -5.5 | -3.5 | x
COC(=O)[C@@]12CCCN1[C@H](c1ccc(-c3ccc(Cl)c(Cl)c3)c(OC)c1)[C@H]1C(=O)N(C)C(=O)[C@H]12 | 1.9 | -3.3 | 3.6 | 0.0 | -83.1 | x | -3.9 | -0.2
Cc1cccc(NC(=O)CSc2nnc(CNC(=O)c3ccco3)o2)c1C | -2.3 | -10.4 | -3.3 | x | -10.4 | -0.1 | -5.1 | 0.0
O=C1Nc2ccccc2-n2nnnc2C1N1CCN(C(=O)c2ccco2)CC1 (stereo unspecified) | 2.5 | x | x | -1.4 | -14.4 | x | -4.3 | 0.3
COc1ccc(S(=O)(=O)N(C)C[C@@H]2OCCCC[C@H](C)Oc3ccc(NS(=O)(=O)c4c(C)noc4C)cc3C(=O)N([C@H](C)CO)C[C@@H]2C)cc1 | 2.0 | 6.3 | -0.8 | -0.2 | -4.0 | 0.8 | -11.9 | -0.1
S=C(c1ccccc1)N1CCN(c2ccccc2)CC1 | 5.7 | -10.9 | -2.9 | 0.0 | 1.7 | 0.5 | -3.7 | 0.1
CO[C@H]1CN(C)C(=O)c2cc(NC(=O)c3ccccc3F)ccc2OC[C@H](C)N(CC2CCOCC2)C[C@H]1C | 0.9 | -9.3 | -1.4 | 0.0 | 1.2 | -4.6 | -3.9 | 0.0
Cc1ccc(N(CC(=O)NCc2ccccc2)C(=O)CCC(=O)Nc2ccccn2)cc1 | 1.8 | 3.0 | 5.3 | x | -3.4 | 0.0 | -0.1 | 0.2
Cc1ccccc1-c1ccc(C(=O)Nc2cccc(F)c2)o1 | 1.3 | 45.1* | 4.1 | 0.1 | -114.7 | -2.0 | 3.0 | 0.1
CC(C)c1nc(SCC(=O)Nc2ccc(C(=O)O)cc2)c2c3c(sc2n1)CCCC3 | 2.9 | -3.8 | 6.5 | 0.0 | -11.7 | -0.1 | -27.9 | 0.1
COC(=O)C[C@@H]1C=C[C@@H](NC(=O)c2cccnc2)[C@@H](CO)O1 | 4.0 | x | x | 0.9 | -7.9 | x | -3.9 | -0.1
C[C@@H]1CN([C@@H](C)CO)C(=O)c2cccc(NS(=O)(=O)c3cn(C)cn3)c2O[C@@H]1CN(C)Cc1ccc(-c2ccccc2)cc1 | -3.5 | 0.6 | 7.9 | -0.3 | 2.3 | 2.7 | 6.4 | 0.1
COc1ccccc1-c1ccc2c(c1)O[C@@H](CN(C)C(=O)c1ccccc1)[C@@H](C)CN([C@H](C)CO)S2(=O)=O | -2.8 | -0.6 | -8.0 | -0.2 | 2.4 | 0.7 | 3.1 | -1.2
Nc1cc(=O)nc2cn[nH]n12 | 4.2 | -1.0 | -4.2 | x | -4.4 | 3.3 | -15.4 | 0.0
O=C(CNC(=O)COc1ccccc1)NCc1ccccc1F | -8.8 | -2.1 | x | 0.8 | -10.3 | -0.9 | 7.8 | -0.1
COc1ccc(N2C(=O)NC(NS(=O)(=O)c3ccc(NC(C)=O)cc3)(C(F)(F)F)C2=O)cc1 (stereo unspecified) | 1.8 | -3.0 | 4.9 | -0.1 | -3.5 | -1.2 | -0.8 | 0.1
CC1(C)CC(C(=O)Nc2ccccc2)C(=O)O1 (stereo unspecified) | 2.6 | -7.5 | -1.4 | 0.4 | -5.0 | 3.3 | 14.1 | -0.1
O=C(C[C@H]1CC[C@H](NC(=O)Nc2cc(F)ccc2F)[C@H](CO)O1)NCCCN1CCOCC1 | -1.3 | -3.2 | 9.4 | -0.4 | -3.0 | 2.6 | 2.1 | -0.7
CN(C)c1nc(N)nc(CSc2nnnn2-c2ccc(F)cc2)n1 | -10.0 | -4.5 | 5.7 | x | -17.0 | 0.3 | 0.1 | x
C[C@H](CO)N1C[C@H](C)[C@@H](CN(C)S(=O)(=O)c2ccc(Cl)cc2)OCCCC[C@H](C)Oc2ccc(NC(=O)Nc3ccc(C(F)(F)F)cc3)cc2C1=O | x | -1.7 | -17.8 | 0.5 | x | x | x | 0.2
C[C@H](CO)N1C[C@H](C)[C@H](CN(C)C(=O)c2ccccc2F)Oc2ncc(C#Cc3ccccc3)cc2C1=O | -1.3 | -3.7 | 1.3 | -0.2 | 10.1 | -5.0 | 0.9 | 0.0
CCOc1cc(C(=O)CCC(=O)OCC(=O)Nc2ccc(C)c(S(=O)(=O)N(C)C)c2)ccc1O | -3.9 | 2.2 | 2.4 | x | -24.4 | 2.8 | -1.2 | 0.3
COCCNc1oc(-c2ccccc2Cl)nc1S(=O)(=O)c1ccc(C)cc1 | -2.2 | -7.3 | 0.6 | -0.9 | 22.8 | 1.7 | -1.0 | 0.3
CCN1C(=O)C(CC(=O)Nc2ccc(OC)cc2)N(CCN2CCOCC2)C1=S (stereo unspecified) | -0.5 | -5.3 | -6.5 | 5.3 | -8.2 | 3.6 | -3.9 | 0.3
CC(=O)N/C(=C\c1ccc(Cl)cc1)C(=O)O | -7.7 | x | 2.7 | -0.2 | -32.8 | x | -3.6 | 0.0
Next section.
SMILES | ERp5 inh | esBAF inh | RAD54 branch | E-sel inducer | RAD52 inh | ERAP1 inh | S100A4 inh HTS | XiGFP reactiv
CC(C)CCC(=O)N1CCC(N2CCC(C(=O)NCc3ccccn3)CC2)CC1 | 0.4 | -5.2 | 3.3 | x | -67.9 | -3.1 | 2.3 | 0.2
COc1ccc(CNC(=O)Cn2cc([N+](=O)[O-])cn2)cc1 | 5.4 | 6.3 | 3.7 | 0.1 | -1.5 | 0.6 | 0.5 | -0.1
COc1cc2[nH]c(=S)nc(NCc3cccnc3)c2cc1OC | 3.9 | 1.1 | -3.7 | x | -4.3 | 5.2 | -3.0 | 0.1
O=C(Nc1cccc2ccccc12)c1csc(COCCO)n1 | -9.5 | 0.4 | -0.4 | 0.1 | -2.5 | -0.4 | 2.4 | 0.0
COC(=O)C(C)Oc1ccc(-c2nccc(-c3ccccn3)n2)cc1 (stereo unspecified) | 5.3 | -2.9 | 4.0 | x | -3.1 | -2.7 | -0.1 | 0.0
CC(NC(=O)c1cc2c(s1)CS(=O)(=O)C2)c1ccccc1 (stereo unspecified) | 2.2 | -4.5 | -5.0 | x | -15.5 | 4.2 | -2.7 | 0.1
C[C@H](CO)N1C[C@H](C)[C@H](CN(C)S(=O)(=O)c2ccccc2F)OCc2cnnn2CCCC1=O | -3.2&0.6&5.2 | 2.9&2.5&1.8 | 5.3&-0.5&-1.4 | 1.7&1.6 | 5.7&4.5&9.5 | 0.2&0.1&-1.2 | -4.6&-8.7&0.4 | 0.1&-0.4
Cc1ccccc1C(=O)NC(NC(=S)Nc1ccc(S(N)(=O)=O)cc1)C(Cl)(Cl)Cl (stereo unspecified) | x | -2.9 | 5.3 | -2.5 | x | x | x | -0.1
O=C(Nc1ccc(NC(=O)C2CCCCC2)nc1)c1cccc(F)c1 | -15.0 | 21.9 | 9.3 | x | -16.1 | 2.2 | -26.3 | 0.1
CCCC(=O)Nc1ccc2c(c1)C(=O)N(C)C[C@@H](OC)[C@H](C)CN(C(C)=O)[C@H](C)CO2 | 2.8 | -4.9 | -5.4 | 1.0 | 2.1 | -2.2 | 3.5 | 0.0
CC(C)N(Cc1cn(C)nc1-c1cccc(Cl)c1)Cc1nccn1C | 3.0 | -4.3 | 2.3 | -0.9 | 5.0 | -2.3 | -5.3 | 0.0
C(=C\c1ccccc1)/CN1CCN(C(c2cc3ccccc3o2)c2nnnn2-c2ccc3c(c2)OCCO3)CC1 (stereo unspecified) | -4.2 | -9.0 | -0.2 | 0.7 | -13.0 | -2.8 | -2.2 | 0.0
C=CCn1c(SC)nnc1-c1ccc2ncccc2c1 | -14.2 | x | 5.5 | 1.4 | 10.2 | 1.0 | 1.2 | 0.1
C[C@H](CO)N1C[C@H](C)[C@@H](CN(C)S(=O)(=O)c2ccccc2)OCc2ccccc2-c2ccccc2C1=O | -5.3 | 2.6 | 3.4 | -0.1 | 12.8 | -2.4 | 3.2 | -0.1
Cc1cccc(N(C(=O)c2csnn2)C(C(=O)NC(C)(C)C)c2cccs2)c1 (stereo unspecified) | 0.1 | -6.6 | 1.8 | x | 18.2 | 0.1 | -0.3 | x
COC(=O)c1cc(COC(=O)c2nc3nccc(C)n3n2)oc1C | -2.8 | 0.3 | x | x | -23.5 | 4.9 | -2.9 | 0.1
Cc1ccc(S(=O)(=O)N2C[C@@H](O)COC[C@@H]3O[C@H](CC(=O)NCc4ccc5c(c4)OCO5)CC[C@H]32)cc1 | -2.3 | 1.6 | -0.3 | -0.1 | -6.2 | -1.4 | -3.4 | 0.0
CCCc1ccc(S(=O)(=O)N/N=C(/C)c2ccc3c(c2)OCO3)cc1 | -2.1 | -8.5 | -11.0 | 6.1 | -4.9 | -3.5 | 0.7 | -0.1
O=C(NCCN1CCOCC1)c1ccc(Cl)c(Cl)c1 | 1.4 | -10.5 | 3.4 | 4.4 | -7.3 | -0.4 | -0.9 | -0.1
CC(C(N)=O)N1C(=O)c2cccc3cccc1c23 (stereo unspecified) | -1.6 | 4.2 | 7.5 | x | -22.6 | 5.0 | -4.2 | x
CN1C(=O)c2cc(NC(=O)c3cscn3)ccc2OC[C@H]2O[C@H](CC(=O)NCC3CC3)CC[C@@H]21 | x | -3.6 | -2.1 | 0.1 | x | x | x | -0.1
CN(CC(=O)Nc1ccc(Cl)cc1)CC(=O)Nc1ccc(C(N)=O)cc1 | -8.6 | x | x | x | -25.6 | -1.2 | 9.1 | -0.1
COCC(=O)Nc1ccc(Br)c(C)c1 | 3.6 | 4.7 | 13.9 | x | -0.1 | -9.1 | 16.5 | 0.2
COc1cccc(S(=O)(=O)N(C)C[C@@H]2Oc3ncc(-c4cccc(C(=O)N(C)C)c4)cc3C(=O)N([C@@H](C)CO)C[C@H]2C)c1 | -1.0 | 11.6 | -0.2 | -0.4 | -6.4 | 0.2 | -2.8 | -0.9
Cc1ccc(S(=O)(=O)NC(=O)Nc2nc(-c3ccc(F)c(F)c3)cs2)cc1 | -2.7 | x | 6.5 | -3.0 | -6.6 | 2.7 | 0.3 | 0.0
O=C(Nc1ccccc1F)N1CC(=O)N2[C@H](CO)[C@H](c3ccc(C#CC4CC4)cc3)[C@@H]2C1 | -1.7 | x | x | 1.0 | -20.2 | -1.1 | -3.5 | -0.1

Sorted by length of the SMILES (highest first): part of the list above.
SMILES | ERp5 inh | esBAF inh | RAD54 branch | E-sel inducer | RAD52 inh | ERAP1 inh | S100A4 inh HTS | XiGFP reactiv
CCCC(=O)Nc1ccc2c(c1)C(=O)N(C)C[C@@H](OC)[C@H](C)CN(C(C)=O)[C@H](C)CO2 | 2.8 | -4.9 | -5.4 | 1.0 | 2.1 | -2.2 | 3.5 | 0.0
Cc1ccc(S(=O)(=O)NC(=O)Nc2nc(-c3ccc(F)c(F)c3)cs2)cc1 | -2.7 | x | 6.5 | -3.0 | -6.6 | 2.7 | 0.3 | 0.0
CC(C)CCC(=O)N1CCC(N2CCC(C(=O)NCc3ccccn3)CC2)CC1 | 0.4 | -5.2 | 3.3 | x | -67.9 | -3.1 | 2.3 | 0.2
COc1cc2[nH]c(=S)nc(NCc3cccnc3)c2cc1OC | 3.9 | 1.1 | -3.7 | x | -4.3 | 5.2 | -3.0 | 0.1
